Bioassay records from PubChem BioAssay.
H9c2 TAG inh: reduces triacylglycerol accumulation in H9c2 cells; Nile Red lipid (TAG) fluorescence; cells loaded with 200 µM oleic acid; inhibition, % at 12.5 µM; 230,000 compounds, 0.66% hits; AID 651582;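 active = pattern-corrected inhibition of lipid staining of at least 50% with the nuclear-stain viability signal not falling by more than 50%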;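 also: 0% = DMSO wells and 100% = triacsin C control wells; some results filed as inactive read as strong as hits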
H9c2 TAG inh DAPI viability: further read-out of H9c2 TAG inh, marked with its call; DAPI nuclei signal change (viability), lower = more cytotoxic, %;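 whole-well DAPI fluorescence read on a plate reader as a viability signal; minus 50 percent equals half of cells still viable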
The depositor's hits bear a star; & = joins results of further samples. Some of the compounds tested; count on the stated rates, not on these rows.

SMILES | H9c2 TAG inh | H9c2 TAG inh DAPI viability
COc1ccccc1C(=O)CN1C(=O)NC2(CCCCCC2)C1=O | -3 | 1
Cc1ccc(-n2ccnc2SCC(=O)c2c(N)n(C3CC3)c(=O)[nH]c2=O)cc1C | 4 | 39
CCC(CC)C(=O)Nc1cccc(/C(C)=N\NC(=O)c2ccc(C)s2)c1 | 39 | -10
Cc1ccc(C(=O)N2CCNC(=O)C2CC(=O)Nc2ccccc2)cc1 (stereo not given) | 10 | -3
COc1ccc(S(=O)(=O)N2CCOCC2)cc1NC(=O)c1sccc1C | 2 | -4
CC(=O)Oc1ccccc1Cn1c(C)c(C(=O)NCc2cccc([N+](=O)[O-])c2)sc1=O | -3 | -1
O=C(CCN1CCN(c2ccccc2)CC1)Nc1ccc2c(c1)OCO2 | 4 | -16
CCOC(=O)N1CCN(C(=O)CNS(=O)(=O)c2cccs2)CC1 | -5 | 1
CC(=O)c1ccccc1OCCOCCOCCOc1ccccc1C(C)=O | -39 | 10
COc1cccc(CNC(=O)Cn2cc3c(n2)CCCC3)c1 | -2 | -9
C=CCn1cccc(C(=O)Nc2cc(OC)cc(OC)c2)c1=O | 9 | -6
Cc1ccc(S(=O)(=O)NNC2CC(=O)N(c3ccc(Br)cc3)C2=O)cc1 (stereo not given) | -2 | -1
NC(=NC(=O)c1ccc(OC(F)(F)F)cc1)c1ccc(C(F)(F)F)cn1 | -11 | 7
COc1ccc(-c2nc(NC(=O)CSCCO)sc2C)cc1 | 3 | 7
CCOC(=O)C1=CC[C@H]2c3c(c4ccccc4n3C)C(=O)C1N2S(=O)(=O)c1ccc(C)cc1 | -14 | 2
O=C(COC(=O)Cn1cnc2ccccc21)Nc1cc(S(=O)(=O)N2CCOCC2)ccc1Cl | -6 | -1
CCOc1ccc(N2CC(C(=O)N3CCN(c4ccccn4)CC3)CC2=O)cc1 (stereo not given) | -34 | 5
CCCOc1ccc(N2C(=O)CC(SC(=N)N3N=C(c4ccccc4)CC3c3ccccc3)C2=O)cc1 (stereo not given) | 45 | 14
O=C(Nc1ccc(Cl)c(S(=O)(=O)N2CCOCC2)c1)c1cc(=O)[nH]c2ccccc12 | 0 | -1
Cc1cccc(-n2cc(CN3CCN(Cc4nccn4C)CC3)c(-c3cccc(F)c3)n2)c1 | -4 | 59

Fetched by compound from above (4):
SMILES | H9c2 TAG inh | H9c2 TAG inh DAPI viability
NC(=NC(=O)c1ccc(OC(F)(F)F)cc1)c1ccc(C(F)(F)F)cn1 | -11 | 7
COc1ccccc1C(=O)CN1C(=O)NC2(CCCCCC2)C1=O | -3 | 1
Cc1ccc(S(=O)(=O)NNC2CC(=O)N(c3ccc(Br)cc3)C2=O)cc1 (stereo not given) | -2 | -1
CCCOc1ccc(N2C(=O)CC(SC(=N)N3N=C(c4ccccc4)CC3c3ccccc3)C2=O)cc1 (stereo not given) | 45 | 14

The listing picks up with the 6 entries that preceded the break.
SMILES | H9c2 TAG inh | H9c2 TAG inh DAPI viability
CCOC(=O)C1=CC[C@H]2c3c(c4ccccc4n3C)C(=O)C1N2S(=O)(=O)c1ccc(C)cc1 | -14 | 2
O=C(COC(=O)Cn1cnc2ccccc21)Nc1cc(S(=O)(=O)N2CCOCC2)ccc1Cl | -6 | -1
CCOc1ccc(N2CC(C(=O)N3CCN(c4ccccn4)CC3)CC2=O)cc1 (stereo not given) | -34 | 5
CCCOc1ccc(N2C(=O)CC(SC(=N)N3N=C(c4ccccc4)CC3c3ccccc3)C2=O)cc1 (stereo not given) | 45 | 14
O=C(Nc1ccc(Cl)c(S(=O)(=O)N2CCOCC2)c1)c1cc(=O)[nH]c2ccccc12 | 0 | -1
Cc1cccc(-n2cc(CN3CCN(Cc4nccn4C)CC3)c(-c3cccc(F)c3)n2)c1 | -4 | 59
Cc1cc(Cl)ccc1Oc1ncc(CN2CCN(c3ccccc3)CC2)s1 | -22 | -3
CSc1nc2ccc(NS(=O)(=O)c3ccc(Cl)s3)cc2s1 | -15 | 1
CCCNC(=O)C1(C)CCCN(C(=O)COc2ccc(Cl)cc2Cl)C1 (stereo not given) | 1 | -6
COc1ccc(NC(=O)N(CCO)Cc2cc3c(C)cc(C)cc3[nH]c2=O)cc1 | 3 | 7
CC(=O)Nc1ccc(S(=O)(=O)NCC(=O)Nc2ccc3c(c2)OCO3)cc1 | -8 | 12
COc1ccc(-c2cc3nc(C)cc(N4CCN(C(=O)c5cccnc5)CC4)n3n2)cc1 | -2 | 7
CC(C)CC1C(=O)N(Cc2cn(Cc3ccco3)nn2)CCS(=O)(=O)N1Cc1ccc(-c2ccncc2)cc1 (stereo not given) | 8 | -9
Cc1ccsc1C(=O)C1CCCN(Cc2cccn2-c2ccc(Cl)cn2)C1 (stereo not given) | -2 | 19
COc1ccc(C(=O)N2CCN(S(=O)(=O)N3CCOCC3)CC2)cc1OC | -7 | -1
CCCCN(C=O)c1c(CC)nc2c(OCCC3CCCCC3)cccn12 | 1 | -13
COc1ccc(S(=O)(=O)n2nc(-c3ccc(Cl)cc3)cc2N)cc1 | -40 | -6
CC(=O)Nc1ccc(S(=O)(=O)Nc2nc3ccccc3nc2N2CCCC2)cc1 | -16 | 43
Cc1nn(C)c(C(=O)N/N=C/c2ccncc2)c1Cl | 8 | 3
CCOc1ccc(NC(=O)c2ccc3snnc3c2)cc1 | 22 | -26
CCOC(=O)Cc1csc(NC(=O)/C=C\c2ccccc2)n1 | -7 | 1
NC(=O)N1c2ccccc2CC(=O)c2ccccc21 | -3 | -4
O=C(Nc1nccs1)c1ccc(Cl)c([N+](=O)[O-])c1 | 2 | 4
CC(=O)N1CCC(C(=O)N2CCN(S(=O)(=O)c3cccs3)CC2)CC1 | 0 | 3
COc1ccc(C(=O)COc2ccc(C)cc2NC(C)=O)cc1 | -28 | 4
Cn1c(=O)c2nc(-c3ccccc3)c(-c3ccccc3)nc2n(C)c1=O | -6 | 9
O=C(COc1c(Br)cc(Br)c2cccnc12)Nc1ccccc1F | -11 | -11
Cc1ccc(CNc2ncnc3c2cnn3C2CCCCO2)cc1 (stereo not given) | -1 | 0
O=S(=O)(NCCc1ccccc1)c1cccc2cccnc12 | 1 | -1
O=C1c2ccccc2S(=O)(=O)c2cc(N3CCN(c4ccccn4)CC3)ccc21 | -74 | 0
COC(=O)C1=C(C)NC(C)=C(C(=O)OC)C1C(=O)OCC(=O)N1c2ccccc2CC1C (stereo not given) | 2&-2 | -7&-6
Cc1nc(-c2ccccc2)sc1C(=O)CSc1ccccc1 | -10 | 5
CCOc1ccccc1-c1cc(C(=O)N/N=C/c2ccc3c(c2)OCO3)c2ccccc2n1 | 6 | -19
CCOC(=O)c1cnn(-c2nc3c(C)cccc3s2)c1C(F)(F)F | -22 | 15
COCCNC(=O)CN(c1ccc(C)cc1)S(=O)(=O)c1ccc(SC)cc1 | 9 | -6
COc1ccc(-c2ccc3c(c2)[C@@H]2C[C@H]4[C@@H](C(=O)N2CC3)[C@H](C)ON4C)cc1 | -9 | 7
Cc1cccc([N+](=O)[O-])c1NC(=O)COC(=O)c1nc2nccc(C)n2n1 | -5 | 7
Cc1ccc(N2CC(C(=O)NC3=NCCS3)CC2=O)cc1 (stereo not given) | 15 | -3
CCOC(=O)c1ccc(S(=O)(=O)NC2CCC(C)CC2)cc1 (stereo not given) | -47 | 2
COc1ccc(C(C)=O)cc1CN1C(=O)C(Cc2ccccc2)ON=C1c1ncccc1C (stereo not given) | 4 | -17
CCOC(=O)C1=C(COC(=O)/C=C/c2ccccc2F)NC(=O)NC1C (stereo not given) | -20 | 0
CCOC(=O)[C@@H]1[C@H]2COc3ccccc3[C@H]2N2C(=O)N(c3ccc(Cl)cc3)C(=O)[C@@]12C | -14 | 5
CSCC[C@H](NC(=O)NCCC1=CCCCC1)C(=O)O | 3 | 4
Cc1ccc(S(=O)(=O)N(CC(=O)Nc2ccccc2C(=O)O)c2ccccc2)cc1 | -8 | -6
CCOC(=O)C1=C(C)NC2=C(C(=O)OC2)C1c1ccccc1 (stereo not given) | 23 | -5
COCCNC(=O)c1ccc(N2CC3CC(C2)c2cccc(=O)n2C3)c(NC(=O)c2ccccc2Cl)c1 (stereo not given) | 1 | 5

Next section, overlapping the part above by 4 compounds.
SMILES | H9c2 TAG inh | H9c2 TAG inh DAPI viability
CSCC[C@H](NC(=O)NCCC1=CCCCC1)C(=O)O | 3 | 4
Cc1ccc(S(=O)(=O)N(CC(=O)Nc2ccccc2C(=O)O)c2ccccc2)cc1 | -8 | -6
CCOC(=O)C1=C(C)NC2=C(C(=O)OC2)C1c1ccccc1 (stereo not given) | 23 | -5
COCCNC(=O)c1ccc(N2CC3CC(C2)c2cccc(=O)n2C3)c(NC(=O)c2ccccc2Cl)c1 (stereo not given) | 1 | 5
C=CCNC(=S)NNc1nc2c(c(=O)[nH]1)C1(CCCCC1)Cc1ccccc1-2 | 0 | 3
C[C@@H]1CN([C@@H](C)CO)C(=O)c2cc(C#Cc3cccc(F)c3)cnc2O[C@@H]1CN(C)CC1CCOCC1 | 7 | 5
Cc1ccccc1C(=O)Nc1ccc2nc3n(c(=O)c2c1)CCC3 | 3 | -4
Cc1cc(C(=O)CCC(=O)NCC(=O)Nc2c(C)cccc2C)c(C)s1 | 16 | -1
COc1ccc(-c2nc3cc(NC(=O)c4ccc5c(c4)OCO5)ccc3o2)cc1 | 30 | 14
CC1=NNC(=O)C1CCC(=O)N/N=C/C(Br)=C/c1ccccc1 (stereo not given) | -17 | 7
COc1ccc(/C=C/C(=O)Nc2cccc(S(=O)(=O)N3CCCC3)c2)cc1OC | -4 | 15
COc1ccc(CN2[C@@H](CC(=O)O)c3ccccc3S2(=O)=O)cc1 | -3 | 4
Nc1cc(=O)[nH]c(SCC(=O)N2CCC(Cc3ccccc3)CC2)n1 | 2 | 1
COc1cccc(NC(=O)CN(C)C(=O)CC2Sc3ccccc3NC2=O)c1 (stereo not given) | -1 | -4
CC(C)(C)c1ccc(S(=O)(=O)O/N=C2/CCCCC2c2ccc([N+](=O)[O-])cc2[N+](=O)[O-])cc1 (stereo not given) | -9 | 4
Cc1nc(Nc2nc(-c3ccccc3)cc(=O)[nH]2)nc2ccccc12 | 29 | 6
COc1cccc(NC(=O)COC(=O)C2CC2)c1 | 2 | 2
Cc1ncc(CN2CCCC(C(=O)Nc3ccc(-c4cccc(F)c4)cc3)C2)cn1 (stereo not given) | 5 | 10
O=C(Cn1c(-c2ccco2)nc2ccccc21)N1CCCCC1 | -14 | 4
O=C(NCc1ccccc1)c1ccc(NC(=O)c2ccco2)cc1 | 12 | 0
COC(=O)C1C(=O)C(C(=O)c2ccc([N+](=O)[O-])cc2)C(=O)CC1(C)C (stereo not given) | 0 | -8
O=C(COC(=O)c1cccc(O)c1)Nc1ccc(N2CCOCC2)cc1 | 3 | 7
Nc1ncnc2c1ncn2[C@@H]1O[C@H](CO)[C@@H](O)[C@@H]1O | -5 | -12
CCN1C(=O)[C@H]2[C@@H](c3ccc(C(F)(F)F)cc3)N[C@]3(CCCN(Cc4ccc(C)cc4)C3=O)[C@H]2C1=O | 6 | 4

Sorted by number of heavy atoms (low to high): part of the list above.
SMILES | H9c2 TAG inh | H9c2 TAG inh DAPI viability
COC(=O)C1C(=O)C(C(=O)c2ccc([N+](=O)[O-])cc2)C(=O)CC1(C)C (stereo not given) | 0 | -8
Cc1ccc(C(=O)N2CCNC(=O)C2CC(=O)Nc2ccccc2)cc1 (stereo not given) | 10 | -3
CCN1C(=O)[C@H]2[C@@H](c3ccc(C(F)(F)F)cc3)N[C@]3(CCCN(Cc4ccc(C)cc4)C3=O)[C@H]2C1=O | 6 | 4

(list continues)
SMILES | H9c2 TAG inh | H9c2 TAG inh DAPI viability
COc1cc(-c2nc3n(n2)C(c2ccncc2)C2=C(CCCC2=O)N3)cc(OC)c1OC (stereo not given) | 3 | 4
CC(=O)Nc1ccc(OCc2cnc(Cl)s2)cc1 | -21 | -8
O=c1ccnc(SCCc2ccccc2)[nH]1 | -5 | 8
Cn1c(=O)c2c(n(C)c1=O)=NC1(CCCCC1)N=2 | 1 | -2
CC1(C)C=C2[C@H]3CC[C@@H]4[C@@]5(C)CCC(=O)C(C)(C)[C@@H]5CC[C@@]4(C)[C@]3(C)CC[C@@]2(C(=O)O)CC1 | -15 | 6
O=C(O)C1C2CCC1C(O)C2 (stereo not given) | -3 | 0
CNC[C@H]1Oc2c(NS(=O)(=O)c3ccc(F)cc3)cccc2C(=O)N([C@H](C)CO)C[C@@H]1C | -3 | 1
COc1ccc(C2=NS(=O)(=O)N(C)C(C(=O)NC3CCCC3)=C2)cc1OC | 1 | -5
Cc1nc(SCC(=O)NC(=O)NC(C)(C)C)nc(C)c1C | -7 | -4
O=C(C(=O)c1cccnc1)c1cccnc1 | -8 | 9
Cc1ccsc1/C=C1\SC(=S)N(CC2CCCO2)C1=O (stereo not given) | 5 | -9
CC(=O)c1cccc(NC(=O)CNC(=O)c2sc3ccccc3c2Cl)c1 | -15 | -5
CCN(CC(=O)NCc1ccc(F)cc1)C(=O)C(C)Oc1cccc(Cl)c1 (stereo not given) | -2 | -12
COc1ccc(CNC(=O)C/C(C)=N/NC(=O)COc2ccccc2)cc1 | -2 | -2
Cc1ccnc(N(C(=O)Nc2ccccc2)C2=NCC(C)(C)S2)c1 | -7 | -1
CCCn1c(SCC(=O)N2c3ccccc3CC2C)nnc1-c1ccco1 (stereo not given) | -15 | 14
O=S(=O)(NC1=NCCC1)c1ccc(F)cc1 | -13 | 10
CC(C(=O)NN)c1ccc([N+](=O)[O-])cc1 (stereo not given) | 5 | -5
COc1ccc(S(=O)(=O)NCC(=O)N(CC(=O)NC(C)(C)C)Cc2cccs2)cc1 | 5 | 1
O=C(CCc1ccccc1)Nc1ccc(NC(=O)C2CC2)nc1 | -3 | 4
Oc1ccc(Cl)cc1/C=C/c1ccc2cccc(O)c2n1 | 7 | 13
O=C(c1cnc2sccn2c1=O)N1CCCc2ccccc21 | 5 | -10
COc1ccccc1N1CCN(c2ccc3c(c2)S(=O)(=O)c2cccc(C(=O)NCc4cccc(F)c4)c2C3=O)CC1 | 9 | -11
OC[C@@H]1CN(CCN2CCOCC2)C[C@H](n2cnc3c(Nc4ccccc4)ncnc32)O1 | 8 | 2
